IP6K1 inh: IP6K1 kinase inhibition. IP6K1 kinase, ADP-Glo luminescence, 2 h; stronger effect = lower value. 0.81% of 140,000 active. Q92551. activity change, % (series mostly up to about 58 µM). AID 1645851; in the data active = activity change below about -25%
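ADP-Glo luminescence measures ADP made by human IP6K1 during a 2 h RT reaction with ATP/IP6 (mix at 1.3 mM/130 uM); top library doses 57.5 and 19.1 uM final.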
GPT2 inh: inhibitors of human GPT2 alanine aminotransferase; AID 1671188; 0.25% of 100,000 active; Recombinant GPT2, coupled pyruvate oxidase/HRP Amplex Red fluorescence; Potency, µM (series often up to 57.7 µM), for the others: at the highest dose activity change, negative = inhibition, usual class: inhibitors; also: potency is read from the fitted curve at half-maximal effect; nearly all actives have a fitted effect of over 60% in size; many of its hits are not listed in these tables
Target sequence (Q8TD30 whole entry, looked up): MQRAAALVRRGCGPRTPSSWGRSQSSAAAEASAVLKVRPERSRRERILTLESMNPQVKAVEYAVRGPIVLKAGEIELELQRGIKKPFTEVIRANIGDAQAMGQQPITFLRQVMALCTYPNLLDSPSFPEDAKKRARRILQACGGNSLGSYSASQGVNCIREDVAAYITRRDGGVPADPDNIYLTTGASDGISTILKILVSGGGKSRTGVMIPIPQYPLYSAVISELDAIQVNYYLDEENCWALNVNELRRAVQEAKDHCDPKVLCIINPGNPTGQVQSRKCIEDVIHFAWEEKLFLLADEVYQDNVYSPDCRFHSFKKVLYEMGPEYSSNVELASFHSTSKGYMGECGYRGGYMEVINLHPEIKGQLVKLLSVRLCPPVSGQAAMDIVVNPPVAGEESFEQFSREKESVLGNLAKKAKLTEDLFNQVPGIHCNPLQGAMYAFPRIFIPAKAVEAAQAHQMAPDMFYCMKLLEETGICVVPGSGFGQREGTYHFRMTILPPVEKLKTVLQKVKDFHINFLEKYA
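Inhibition is scored from Amplex Red fluorescence generated when pyruvate oxidase and HRP act on pyruvate released by GPT2. Reactions contain 10ng/uL enzyme, 250uM a-KG and 2mM L-alanine and run 30 min at room temperature.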
SNCA expr inh: reduces expression of the alpha-synuclein gene. HEK-293 SNCA-luciferase knock-in, luminescence, 24 h. Potency, µM (highest dose often 57.2 µM), for the others: at the top dose activity change, negative = inhibition, most hits filed as inhibitors. 0.17% of 140,000 active;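 also: potency is read from the fitted curve at half-maximal effect; plate controls were DMSO cells for no effect and cell-free wells for full effect; nearly all actives have a fitted effect of over 45% in size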
SNCA viab count: reduces viability of HEK-293 SNCA reporter cells; HEK-293-SNCA-luc viability, GF-AFC fluorescence, 24 h; Potency, µM (top dose mostly 57.1 µM), inactives show at the top dose activity change, negative = cytotoxicity, actives largely listed as cytotoxic; 0.12% of 150,000 active; AID 1671193;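 also: potency is read from the fitted curve at half-maximal effect; 0% = DMSO-treated cells and -100% = medium-only wells without cells; nearly all actives have a fitted effect of over 30% in size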
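HEK-293-SNCA-luc cells (1500/well) plated 24 h, then exposed 24 h to a dilution series; GF-AFC added 30 min at 37C, fluorescence 405/540 nm; normalised to medium-only and DMSO wells, Hill fit.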
HEK293 tox: cytotoxic compounds in HEK 293 cells; HEK 293 viability, ATP luminescence (CellTiter-Glo), 48-72 h; Potency, µM (titrated, usually from 115 µM), for the others: at the highest dose activity change, negative = cytotoxicity, hits mostly inhibitors; 6.6% of 94,000 active; AID 1345083; also: potency is read from the fitted curve at half-maximal effect; nearly all actives have a fitted effect of over 60% in size
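qHTS cytotoxicity; HEK 293, 250 cells/well; compound pinned; 48 or 72 hr, 37 degree Celsius, 5% CO2, 95% humidity; CellTiter-Glo, 10 min RT; luminescence (ATP).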
3T3 cytotox: kills NIH 3T3 cells; NIH 3T3 viability, CellTiter-Glo ATP luminescence, 48-72 h; Potency, µM (top dose mostly 96.7 µM), for inactives: at the top dose activity change, negative = cytotoxicity, actives largely listed as inhibitors; 4.3% of 94,000 active; AID 1345082; also: potency is read from the fitted curve at half-maximal effect; nearly all actives have a fitted effect of over 55% in size
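Viability of NIH 3T3 cells after 48 or 72 hr compound treatment at 37 °C was assessed by CellTiter-Glo, with luminescence imaged following a 10 min room-temperature step.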
Luciferase inh: inhibitors of firefly (Photinus pyralis) luciferase; P08659; purified P. pyralis luciferase, luminescence, biochemical; Potency, µM (doses to about 115 µM), without a hit: at the top dose activity change, negative = inhibition, usual class: inhibitors; AID 1347043; 2.5% of 76,000 active; also: potency is read from the fitted curve at half-maximal effect; nearly all actives have a fitted effect of over 65% in size
Target sequence (P08659 whole entry, looked up): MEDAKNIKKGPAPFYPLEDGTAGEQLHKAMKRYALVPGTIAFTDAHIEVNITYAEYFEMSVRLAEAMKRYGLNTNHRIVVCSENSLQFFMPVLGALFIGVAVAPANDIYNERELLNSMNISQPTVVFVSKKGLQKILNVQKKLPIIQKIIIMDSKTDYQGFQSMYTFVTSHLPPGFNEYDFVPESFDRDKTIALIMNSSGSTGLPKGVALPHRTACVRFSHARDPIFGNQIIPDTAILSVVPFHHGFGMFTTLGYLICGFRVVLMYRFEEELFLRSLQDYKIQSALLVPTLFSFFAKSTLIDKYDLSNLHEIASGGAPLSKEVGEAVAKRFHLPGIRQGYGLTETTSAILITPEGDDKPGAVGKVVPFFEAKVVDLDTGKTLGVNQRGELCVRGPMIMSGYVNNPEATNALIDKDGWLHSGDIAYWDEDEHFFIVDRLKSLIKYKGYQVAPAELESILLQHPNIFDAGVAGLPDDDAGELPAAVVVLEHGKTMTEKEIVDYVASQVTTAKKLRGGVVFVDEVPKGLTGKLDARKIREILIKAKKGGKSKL
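Cell-free enzyme assay, 10nM P. pyralis luciferase, luciferin and ATP each at 10uM. Inhibition profiled over a 6-point titration, read as luminescence.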
Numbers without * were called inactive; [ ] = another dose, or the depositor's remark. Unless noted, calls follow the shape of the dose curve; as a rule, active = well fitted curve in the direction sought with a large enough effect; inconclusive = small, poorly fitted or top-dose-only effect, or another doubt; inactive = no such curve, though single readings can be large; an effect the other way counts as inactive or inconclusive. Unless noted, % is scaled to controls: 0 for no effect and ±100 for the full control effect.

What do the screens show for `CNC(=O)[C@@H]1CN(C(=O)c2cccc(OC)c2OC)C[C@H]1COC`?
IP6K1 inh: 11; GPT2 inh: inactive; SNCA expr inh: -14%; SNCA viab count: 7%; HEK293 tox: inactive; 3T3 cytotox: -1%; Luciferase inh: -3%

What do the screens show for `Cc1cc2ccccc2n2c(SCC(=O)Nc3cccc(C(F)(F)F)c3)nnc12`?
IP6K1 inh: -21; SNCA expr inh: 16%; SNCA viab count: 9%

How did Cc1cnc(-c2cccnc2)n1CC1CCN(C(=O)c2ccco2)CC1 do in these assays?
IP6K1 inh: 1; GPT2 inh: 1%; SNCA expr inh: -1%; SNCA viab count: inconclusive; HEK293 tox: -3%; 3T3 cytotox: -14%; Luciferase inh: 0%

Results for COc1ccc(OCc2cc(C(=O)NC(C)CCO)n[nH]2)c(Cl)c1 (stereo not given) ?
IP6K1 inh: -16; GPT2 inh: 3%; SNCA expr inh: 31%[activator]; SNCA viab count: -2%; HEK293 tox: -13%; 3T3 cytotox: -26%; Luciferase inh: inconclusive

How did O=C(Nc1cc(Cl)cc(Cl)c1)c1cc(S(=O)(=O)N2CCc3ccccc3C2)ccc1F do in these assays?
IP6K1 inh: -16; SNCA expr inh: 14%; SNCA viab count: -4%

Results for O=C1[C@H]2CC[C@H](CN(Cc3cccc(N4CCOCC4)c3)C2)N1CC1CCC1 ?
IP6K1 inh: 25; GPT2 inh: inactive; SNCA expr inh: -21%; SNCA viab count: -19%; HEK293 tox: inconclusive; 3T3 cytotox: -22%; Luciferase inh: 0%

What do the screens show for `CC(C)c1noc(CN(C)C(=O)CC2C(=O)NCCN2Cc2ccoc2)n1` (stereo not given)?
IP6K1 inh: 7; GPT2 inh: 1%; SNCA expr inh: -18%; SNCA viab count: 16%; HEK293 tox: -21%; 3T3 cytotox: -7%; Luciferase inh: 4%

Results for CCCCN(C)CCNC(=O)c1ccc2c(=O)n(CCc3ccccc3)c(=O)[nH]c2c1 ?
IP6K1 inh: -15; SNCA expr inh: 59%[activator]; SNCA viab count: -7%

How did Cc1noc(C)c1S(=O)(=O)N1CC(c2nnc(-c3ccncc3)o2)C2(CCOCC2)C1 (stereo not given) do in these assays?
IP6K1 inh: 17; GPT2 inh: inactive; SNCA expr inh: 5%; SNCA viab count: 8%; HEK293 tox: 1%; 3T3 cytotox: -5%; Luciferase inh: 4%

Results for CCc1nc2c(c(-c3ccc(O)cc3)n1)CN(Cc1cccc3ccccc13)CC2 ?
IP6K1 inh: -6; GPT2 inh: inactive; SNCA expr inh: -18%; SNCA viab count: 2%; HEK293 tox: 89µM*; 3T3 cytotox: inconclusive; Luciferase inh: 8%

How did C#Cc1cccc(Nc2ncnc3cc(OCCOC)c(OCCO)cc23)c1 do in these assays?
GPT2 inh: inactive; SNCA expr inh: inconclusive; SNCA viab count: inconclusive

What do the screens show for `O=C(NCc1nnc2n1C(C(=O)NCCc1ccc(Cl)cc1)CC2)c1ccc(Cl)cc1Cl` (stereo not given)?
IP6K1 inh: -12; GPT2 inh: 1%; SNCA expr inh: 0%; SNCA viab count: 0%; HEK293 tox: -8%; 3T3 cytotox: -1%

Results for CC1=C[C@@H](CNC(=O)Nc2ccccc2)[C@H](C(C)C)C[C@H]1Cc1nnc(-c2ccncc2)o1 ?
IP6K1 inh: 5; GPT2 inh: -1%; SNCA expr inh: -21%; SNCA viab count: -28%; HEK293 tox: 22µM*; 3T3 cytotox: inconclusive; Luciferase inh: 3%

How did COc1ccc(-c2ccc3c(c2)C(=O)N2CCN(C(=O)CC(C)(C)C)C[C@@H]2C(=O)N3)c(OC)c1 do in these assays?
IP6K1 inh: 4; GPT2 inh: 3%; SNCA expr inh: -3%; SNCA viab count: 2%; HEK293 tox: -26%; 3T3 cytotox: -6%; Luciferase inh: -4%

What do the screens show for `CN(CC1CCOC1)C(=O)c1ccc(Br)o1` (stereo not given)?
IP6K1 inh: -4; GPT2 inh: 4%; SNCA expr inh: -16%; SNCA viab count: -5%; HEK293 tox: -6%; 3T3 cytotox: 3%; Luciferase inh: 0%

Results for CCC1c2nccn2CCCN1C(=O)C1CCOCC1 (stereo not given) ?
IP6K1 inh: 5; GPT2 inh: inactive; SNCA expr inh: -13%; SNCA viab count: 2%; HEK293 tox: -17%; 3T3 cytotox: 0%; Luciferase inh: -3%

How did Cc1nn2c(=O)cc(COC(=O)c3cccc(NC(=O)COc4ccc(C)c(C)c4)c3)nc2s1 do in these assays?
IP6K1 inh: -2; SNCA expr inh: 41%[activator]; SNCA viab count: 6%

What do the screens show for `CCCCN1C(=O)[C@@H]2C[C@@H](O)CN2C2(CN(Cc3cccnc3)C2)C1=O`?
IP6K1 inh: 11; GPT2 inh: -31%[88.5 µM]; SNCA expr inh: 3%[87.6 µM]; SNCA viab count: 4%[87.6 µM]; HEK293 tox: -3%[172 µM]; 3T3 cytotox: 0%[174 µM]; Luciferase inh: -5%[172 µM]

How did COCCCNC(=O)c1ccc2nc(-c3cccc(C)n3)oc2c1 do in these assays?
IP6K1 inh: 14; GPT2 inh: inactive; SNCA expr inh: -12%[87.6 µM]; SNCA viab count: 7%[87.6 µM]; HEK293 tox: inconclusive; 3T3 cytotox: inconclusive

What do the screens show for `O=C(NCc1nnc2n1CCCCC2)C1CC2(CCNCC2)CN1` (stereo not given)?
IP6K1 inh: -9; GPT2 inh: 2%; SNCA expr inh: -6%; SNCA viab count: 1%; HEK293 tox: -13%; 3T3 cytotox: inactive; Luciferase inh: -7%

Results for CCCCC1CCCN1C(=O)c1coc(COc2cccc(F)c2F)n1 (stereo not given) ?
IP6K1 inh: 17; GPT2 inh: inactive[11.5 µM]; SNCA expr inh: inconclusive; SNCA viab count: -4%; HEK293 tox: inconclusive; 3T3 cytotox: inconclusive; Luciferase inh: -3%

Results for Cc1[nH]c2ccccc2c1CCNCc1ccc(C=CC(=O)NO)cc1 ?
GPT2 inh: -1%; SNCA expr inh: 1%; SNCA viab count: inconclusive

How did Cc1ccc(NC(=O)N2C[C@@H](F)C[C@H]2C(=O)N2CCc3ccccc3C2)c(Cl)c1 do in these assays?
IP6K1 inh: -1; GPT2 inh: inconclusive; SNCA expr inh: 24%; SNCA viab count: -18%; HEK293 tox: -11%; 3T3 cytotox: inconclusive

Results for COc1ccc2c(c1)c(CC(=O)Nc1ccc(C(C)=O)cc1)c(C)n2C(=O)c1ccc(Cl)cc1 ?
IP6K1 inh: 10; SNCA expr inh: 118%[activator]; SNCA viab count: 4%

How did Cc1ccc(-c2ccccc2CN)cc1Cl do in these assays?
IP6K1 inh: -11; GPT2 inh: inactive; SNCA expr inh: 19%[87.6 µM]; SNCA viab count: -15%[87.6 µM]; HEK293 tox: 35µM*; 3T3 cytotox: 35µM*

Results for CCS(=O)(=O)N1CCC(Cc2ncc(C)n2Cc2ccccc2)C1 (stereo not given) ?
IP6K1 inh: -11; GPT2 inh: inactive; SNCA expr inh: -3%; SNCA viab count: 11%; HEK293 tox: 0%; 3T3 cytotox: 1%; Luciferase inh: -1%

What do the screens show for `Cc1cccc(CNC(=O)C2CCN(C(=O)c3ncn4c3COC(c3ccc(F)cc3)C4)CC2)c1` (stereo not given)?
IP6K1 inh: -12; GPT2 inh: inactive; SNCA expr inh: 31%[activator]; SNCA viab count: 13%; HEK293 tox: 3%; 3T3 cytotox: 5%; Luciferase inh: 45µM*

How did O=C(Nc1ccccc1)N[C@H]1[C@H](O)[C@@H](N2CCOCC2)[C@@H]2OC[C@H]1O2 do in these assays?
IP6K1 inh: -4; GPT2 inh: inconclusive; SNCA expr inh: 3%[87.6 µM]; SNCA viab count: 4%[87.6 µM]; HEK293 tox: -25%[172 µM]; 3T3 cytotox: -1%[174 µM]; Luciferase inh: 14%[172 µM]

How did COc1cc(/C=C(\C#N)c2nc3ccccc3c(=O)[nH]2)cc(OC)c1OC do in these assays?
IP6K1 inh: 27; SNCA expr inh: -9%; SNCA viab count: 1%

What do the screens show for `Cc1ccc(NC(=O)Cn2nnc(C(=O)NCCc3ccccc3)c2N)cc1`?
IP6K1 inh: 22; SNCA expr inh: -9%; SNCA viab count: -8%

What do the screens show for `CC(C)c1cccc(NC(=O)CN2C(=O)NC3(CCCCC3)C2=O)c1`?
IP6K1 inh: 9; GPT2 inh: inactive; SNCA expr inh: -16%; SNCA viab count: -17%; HEK293 tox: inconclusive; 3T3 cytotox: inconclusive; Luciferase inh: -10%

What do the screens show for `CN1CCC2(C1)CN(Cc1ccccc1)c1ccc(C(=O)Nc3ccc(F)cc3)cc12` (stereo not given)?
IP6K1 inh: -6; GPT2 inh: inactive; SNCA expr inh: 12%[87.6 µM]; SNCA viab count: -15%[87.6 µM]; HEK293 tox: 40µM*; 3T3 cytotox: 25µM*; Luciferase inh: -14%[172 µM]

What do the screens show for `Cn1nccc1CN1CCC2(C1)NC(=O)c1ccccc1O2` (stereo not given)?
IP6K1 inh: 11; GPT2 inh: 1%[88.5 µM]; SNCA expr inh: -4%[87.6 µM]; SNCA viab count: 10%[87.6 µM]; HEK293 tox: inactive; 3T3 cytotox: 4%[138 µM]; Luciferase inh: -5%[172 µM]

What do the screens show for `Cc1ncccc1C(=O)NCC(=O)N1CCCCCNC(=O)CC1c1ccccc1` (stereo not given)?
IP6K1 inh: -9; GPT2 inh: inactive; SNCA expr inh: 50%[activator]; SNCA viab count: -12%; HEK293 tox: -2%; 3T3 cytotox: -3%; Luciferase inh: 1%

Results for CCN(CC)Cc1cc(C(=O)N[C@H](c2cccs2)C2CC(O)C2)c(C)o1 (stereo not given in full) ?
IP6K1 inh: 10; GPT2 inh: -20%; SNCA expr inh: 2%; SNCA viab count: -2%; HEK293 tox: -8%; 3T3 cytotox: -15%; Luciferase inh: 0%

How did CCc1noc(-c2cn(C3CCCN(C(=O)c4cc(OC)cc(OC)c4)C3)nn2)n1 (stereo not given) do in these assays?
IP6K1 inh: 0; GPT2 inh: -3%; SNCA expr inh: 3%; SNCA viab count: 3%; HEK293 tox: -12%; 3T3 cytotox: -15%; Luciferase inh: 3%

What do the screens show for `COC(=O)[C@H](Cc1cccc(C(=N)N)c1)[C@@H](C)NC(=O)c1ccc(-c2cc[n+]([O-])cc2)cc1`?
IP6K1 inh: 41; GPT2 inh: inactive; SNCA viab count: 3%

Screening data deposited in PubChem by National Center for Advancing Translational Sciences (NCATS).

This is a subset. The share of hits here may be higher or lower than overall.
